# SRC1 TRFRET art – TR-FRET detection interference compounds, primary screen, artefact control for PPARgamma SRC-1 recruitment agonists, biochemical, TR-FRET emission ratio; actives 0.34% (n = 99,000); TR-FRET ratio at 8 µM; TR-FRET detection artefact counter-screen; stronger effect = higher value; in the data active = TR-FRET ratio above about 2300; also: inactives centre near 1800
# SRC3 TRFRET art – TR-FRET detection interference compounds, artefact control for PPARgamma SRC-3 recruitment agonists, biochemical, TR-FRET ratio. actives 0.39% (n = 99,000). TR-FRET ratio at 8 µM. TR-FRET artefact counter-screen, PPARgamma/SRC-3 format; stronger effect = higher value; in the data active = TR-FRET ratio above about 2000; also: inactives centre near 1600
# Active calls of the source: *.
SMILES,SRC1 TRFRET art,SRC3 TRFRET art
Cn1c(=O)c2cc(S(=O)(=O)NC(Cc3ccccc3)C(=O)NCC3CCCO3)ccc2n(C)c1=O (stereo not drawn),2271,1787
O=C(O)/C=C/c1cccc(NS(=O)(=O)c2ccccc2)c1,1688,1337
Cn1nnnc1SCC(=O)N(C1CCCCC1)C1CCS(=O)(=O)C1 (stereo not drawn),1749,1560
Cc1cccc(Oc2ccc(Cl)cc2N)c1,1820,1955
CCOC(=O)C1C(=O)NC(c2ccccc2)=NC1c1cccc(Br)c1 (stereo not drawn),1916,1839
CCN(CC)c1ccc(C(=O)n2cnc3ccccc32)cc1,1598,1545
Cc1cccc(-c2noc(CNC(=O)Nc3ccc(F)cc3)n2)c1,1908,1684
N#Cc1cnc(NN)nc1,1754,1599
Cc1ccccc1C(=O)NC(=S)NC1CCSC1=O (stereo not drawn),1577,1771
CCCC1O[C@@H]2C[C@H]3[C@@H]4CCC5=CC(=O)C=C[C@]5(C)[C@H]4[C@@H](O)C[C@]3(C)[C@]2(C(=O)CO)O1 (stereo partly drawn),1864,1556
Cc1cc(O)c2c(c1)C(O)(C1OC(CO)C(O)C(O)C1O)c1cccc(O)c1C2=O (stereo not drawn),1748,1584
COc1ccc(CCNC(=O)C2CCN(S(=O)(=O)N3CCC4(CC3)OCCO4)CC2)cc1OC,1712,1689
NC(=O)NC(=O)C[n+]1cccc(/C=N/O)c1,1814,1594
Cc1nc2cc(NC(=O)N3CCCC3)ccc2n1C,1549,1414
CCOC(=O)c1ccccc1NC(=O)CN(c1ccc(OCC)cc1)S(C)(=O)=O,1952,1429
COC(=O)C1=NNC2(c3ccc(Cl)cc3)C(=O)N(c3ccc(Cl)cc3)C(=O)C12 (stereo not drawn),2068,1647
O=C(CNC(=O)c1ccccc1)OCc1cccc([N+](=O)[O-])c1,1965,1551
C=CCNC(=S)N1CCC(C(=O)c2ccc3c(c2)OCCO3)CC1,1385,1503
COc1ccc([N+](=O)[O-])cc1N(CC(=O)NCc1ccco1)S(C)(=O)=O,1637,1459
O=C(CCC(=O)NNc1nc2ccccc2c2nc(-c3ccccc3)nn12)NCCCN1CCOCC1,1724,1518
O=C(O)CCC(=O)Nc1sc2c(c1C(=O)Nc1ccccc1)CCCCC2,1879,1546
O=C1CCC/C(=N/NC(=O)c2ccc(NS(=O)(=O)c3cccs3)cc2)C1,1856,1606
Cc1ccc(S(=O)(=O)CC(=O)Nc2ccc(Cl)cn2)cc1,1658,1455
O=C(COC(=O)c1cccnc1Cl)c1ccc(F)cc1,1714,1369
CC1(C)CC2CC(C)(CN2c2ncnc3ccc(Br)cc23)C1 (stereo not drawn),2167,1748
CC(NCc1ccncc1)C12CC3CC(CC(C3)C1)C2 (stereo not drawn),1426,1633
CCCn1c(SCC(=O)NCc2ccco2)nnc1-c1ccncc1,1615,1609
Cc1ccc(C(=O)NNc2cc(=O)n(C)c(=O)n2C)cc1C,1779,1621
Cc1ccc(NC(=O)CCS(=O)(=O)c2ccc(Br)cc2)nc1,1895,1705
CCC(C)NC(=O)CC(NS(=O)(=O)c1ccc(C)cc1)c1ccc(OC)cc1 (stereo not drawn),1599,1556
Cc1nn(Cc2ccc(C(=O)O)o2)c(C)c1[N+](=O)[O-],1709,1753
O=C(Cn1ncc2c(=O)oc3ccccc3c21)NCc1cccnc1,1783,1826
O=C(c1cc(F)ccc1F)C1CCCN(C(=O)c2ccco2)C1 (stereo not drawn),1755,1622
Cc1ccc(-c2cc3cccc[n+]3cc2-c2ccc(C)cc2)cc1,1741,1553
Cc1c(Cl)cccc1NC(=S)NCc1cccn1C,1673,1480
O=C(NCC1CCCN(Cc2ccccc2F)C1)c1cccc(C(F)(F)F)c1 (stereo not drawn),1807,1615
C=CCN=C1CCCc2c1[nH]c1ccc(C)cc21,1932,1642
Cc1onc(-c2c(F)cccc2Cl)c1C(=O)OCC(=O)NC1CC1,1715,1639
COc1ccccc1/C=C1\SC(=S)N(N2C(=O)CCCC2=O)C1=O,1951,1579
O=C1CC(c2ccccc2F)C2=C(COC2=O)N1 (stereo not drawn),1868,1767
CNC(=O)c1oc(-c2ccc(Cl)cc2)nc1C,1857,1763
COc1ccc(/C=C/C(=O)c2c(O)c(OC)c3occc3c2OC)cc1,1819,1671
CCN(CC)C1CC(=O)N(c2cccc(C)c2)C1=O (stereo not drawn),1574,1480
Cc1nn(C(=O)CNC(=O)c2ccccc2)c(C)c1C,2029,1700
S=C(NCCCN1CCOCC1)Nc1ccc(Cl)cc1Cl,1786,1855
O=C(N/N=C/c1ccc(N2CCOCC2)cc1)C1CC1,1925,1554
CC1(C)CC2CC(C)(CN2C(=O)CCCN2C(=O)c3ccccc3C2=O)C1 (stereo not drawn),1629,1762
O=C(Nc1ccc(SC(F)F)cc1)C12CCC(CC1)C2,1568,1516
COc1ccc(C(Nc2ccccn2)c2oc(CO)cc(=O)c2O)cc1 (stereo not drawn),1542,1372
O=C(Nc1ccn(-c2ccccc2)n1)c1ccc(Cl)cc1,1503,1429
CCN(CCCNC(=O)CSc1cc(=O)n(C)c2cc(Cl)ccc12)Cc1ccccc1,3021*,2575*
NS(=O)(=O)c1ccc(CCNC(=O)/C=C/c2ccc([N+](=O)[O-])cc2)cc1,1757,1481
O=C(O)/C=C\C(=O)N1CCc2ccccc21,1831,1703
COc1cccc(-c2onc3ccc(C4(C)OCCO4)cc23)c1,2159,1537
O=C(CC1Sc2ccccc2NC1=O)Nc1cccc(C(=O)O)c1 (stereo not drawn),1722,1462
Cc1ccc(NC(=O)Cn2nc(C)c(S(=O)(=O)N(C)C)c2C)cc1,1614,1578
Cc1[nH]c2ccccc2c1C(=O)/C=C/c1ccccc1Cl,1700,1672
Cc1cc(C)nc(NS(=O)(=O)c2ccc(N3C(=O)C4C5C=CC(C5)C4C3=O)cc2)n1 (stereo not drawn),1609,1555
Cc1onc(-c2ccccc2)c1C(=O)N/N=C/c1cc(Br)c(Br)o1,2019,1576
CC(C)(C)c1csc(NNC(=O)c2ccc(Br)cc2)n1,1782,1332

# An excerpt of these results, field by field:
structure: CCN(CC)c1ccc(C(=O)n2cnc3ccccc32)cc1
  SRC1 TRFRET art: 1598
  SRC3 TRFRET art: 1545
structure: Cc1cccc(-c2noc(CNC(=O)Nc3ccc(F)cc3)n2)c1
  SRC1 TRFRET art: 1908
  SRC3 TRFRET art: 1684
structure: N#Cc1cnc(NN)nc1
  SRC1 TRFRET art: 1754
  SRC3 TRFRET art: 1599
structure: Cc1ccccc1C(=O)NC(=S)NC1CCSC1=O (stereo not drawn)
  SRC1 TRFRET art: 1577
  SRC3 TRFRET art: 1771

# Next part
SMILES,SRC1 TRFRET art,SRC3 TRFRET art
COc1ccc(S(=O)(=O)NC(C)C(=O)Nc2cccc([N+](=O)[O-])c2)cc1 (stereo not drawn),1960,1650
O=c1cc[nH]c2cc(Cl)ccc12,1679,1497
COc1cc(C(=O)N(Cc2cc3ccccc3[nH]c2=O)CC2CCCO2)cc(OC)c1OC (stereo not drawn),1937,1540
COc1ccc(C2/C(=C(/O)c3ccccc3)C(=O)C(=O)N2c2ncccn2)cc1OC (stereo not drawn),1900,1718
COc1ccc(Cl)cc1NC(=O)C/C(C)=N/NC(=O)Cc1ccccc1,1724,1612
COc1ccccc1CC(=O)NN1C(=O)c2ccccc2C1=O,1736,1412
CCN(Cc1ccccc1)C(=O)COC(=O)CNS(=O)(=O)c1ccc(C)cc1,2153,1839
O=C(CN(C(=O)c1ccc(Cl)cc1)C1CCCCC1)Nc1ccc(Cl)c([N+](=O)[O-])c1,1783,1605
CC(C)(C)N(Cc1ccccc1)C(=O)c1ccc(Cl)cc1[N+](=O)[O-],1799,1541
CCOC(=O)Cc1nnc(Nc2cc(C)ccc2C)c2ccccc12,1911,1701
CN/S(=N/S(=O)(=O)c1ccccc1)c1ccc(C)cc1 (stereo not drawn),1876,1673
CC(=O)NC(C(=O)c1ccccc1)C(=O)c1ccccc1,1698,1388
O=C(NCc1cccs1)C1CCCN1C(=O)Nc1ccc(Cl)cc1 (stereo not drawn),2121,1570
O=C(O)c1ccc(Sc2ccccn2)c([N+](=O)[O-])c1,1499,1379
Nc1nc(Nc2cccc3ccccc23)nc(C2CCCC2=O)n1 (stereo not drawn),1996,1712
CCCc1nc2c(C)cc(-c3nc4ccccc4n3C)cc2n1Cc1ccc(-c2ccccc2C(=O)O)cc1,1670,1629
Cc1ccc(S(=O)(=O)N/N=C2\C(=O)C3(C)CCC2C3(C)C)cc1 (stereo not drawn),1737,1667
O=C(CSC1=Nc2ccccc2C2=NC(CC(=O)N3CCN(c4ccccc4)CC3)C(=O)N12)NCC1CCCO1 (stereo not drawn),2188,1811
O=C(NCc1ccccc1)c1nc(-c2cccs2)no1,2025,1813
O=C(CC1Nc2c3ccccc3nc(=S)n2C1=O)NC1CCCCC1 (stereo not drawn),1831,1688
O=[N+]([O-])c1ccc2oc(-c3cccc(O)c3)nc2c1,1611,1683
Cc1cc(Nc2n[nH]c(N)c2C#N)ccc1F,1753,1846
CCCCNC(=O)Oc1cc(CCl)on1,1742,1494
O=C1CCCC2=C1C(c1ccc(O)c(O)c1)c1c(ccc3ncccc13)N2 (stereo not drawn),1654,1601
O=C(CCc1nnc(CCCc2ccccc2)o1)N1CCCCCC1,1706,1464
Cc1cc(NC(=O)c2cc([N+](=O)[O-])cc([N+](=O)[O-])c2C)no1,1531,1443
S=C(NNc1ccc2ccccc2c1)NC1CCCCC1,1913,1593
O=C(CSc1cc(Cl)ccc1Cl)NCC(=O)Nc1ccc(F)c(F)c1F,1780,1482
Cc1cccc(NC(=S)NNC(=S)NC2CCCCC2)c1C,1881,1636
O=C(c1ccco1)N1N=C2CCCCCC2C1(O)C(F)(F)F (stereo not drawn),1980,1608
Cc1sc2ncnc(N=Nc3c(O)[nH]c4ccccc34)c2c1C,1829,1628
CN(CCc1cnn(C)c1)Cc1nc(Cc2ccccc2)no1,1910,1421
CCC(=O)OCCNc1cc(SCCC(=O)OC)c2nonc2c1[N+](=O)[O-],1807,1771
Cc1ccc[n+](CC2OCc3ccccc3CO2)c1,1728,1611
CCC(C)NCCCOc1c(C)cc(C)cc1Br (stereo not drawn),1974,1701
COc1ccccc1OCCC(=O)OCC(=O)NC(C)c1ccccc1 (stereo not drawn),1775,1570
O=C(NCCNc1ccc([N+](=O)[O-])cc1C(F)(F)F)c1ccc(F)cc1,1837,1542
CCOc1ccc(C(=O)Nc2ccccc2OC(F)F)cc1,1855,1604
COc1ccc(S(=O)(=O)N2CCSC2)cc1C,1837,1791
Cc1ccccc1Nc1nc(N)c2ccccc2n1,2182,1473

# The closing 3 compounds of the section above are carried over, then new ones follow:
SMILES,SRC1 TRFRET art,SRC3 TRFRET art
CCOc1ccc(C(=O)Nc2ccccc2OC(F)F)cc1,1855,1604
COc1ccc(S(=O)(=O)N2CCSC2)cc1C,1837,1791
Cc1ccccc1Nc1nc(N)c2ccccc2n1,2182,1473
CCCCNC(=O)NNC(=O)COc1cc(C)cc(C)c1,1747,1393
Cc1cc2c(cc1S(=O)(=O)N1CCc3ccccc31)NC(=O)CO2,1862,1708
COC(=O)C1=CN(c2ccc(OC)cc2)C=C(C(=O)OC)C1c1ccc(C)c([N+](=O)[O-])c1,1656,1446
N/C(Cc1ccc([N+](=O)[O-])cc1)=N\OC(=O)Cc1ccc(Cl)cc1,2028,1676
CNC(=S)Nc1ccc([N+](=O)[O-])cc1C,1697,1469
COc1ccc(CNC(=O)CN(C)S(=O)(=O)c2ccccc2)cc1,1834,1578
CN1CCN(NC(=O)COc2cccc(C(F)(F)F)c2)CC1,1780,1646
CCOC(=O)c1cc(-c2ccc(C)cc2)n(CCC(=O)N2CCN(c3ccccn3)CC2)c1C,1901,1507
Cc1ccc(C(=O)Nc2ccc(C(=O)O)cc2)cc1S(=O)(=O)NCc1ccccc1,1514,1433
COCC(=O)N1CCC(n2nnc3cc(C(F)(F)F)ccc32)CC1,1787,1661
O=C(O)c1cc2c(N3CCC(Cc4ccccc4)CC3)ncnc2s1,1813,1567
Cc1c(C(=O)c2ccc(F)cc2)c2ccccn2c1CCc1ccccn1,1750,1635
O=C(O)CCCNC(=O)/C(=C\c1ccccc1F)NC(=O)c1ccccc1,1633,1534
O=C1NN=C(c2ccccc2)CC1c1ccc(Cl)cc1Cl (stereo not drawn),1726,1704
O=C(O)c1cc([N+](=O)[O-])ccc1NCc1ccccc1,1873,1385
Nc1ccccc1C(=O)N=Nc1[nH]c(N)c2ccccc12,1663,1883
CC(=O)Nc1cccc(OCc2ccc(S(=O)(=O)Cc3ccccc3)cc2)c1,1542,1509
Fc1ccc(Cc2nnc(-c3cccs3)o2)cc1,2155,1738
O=C(NC(=S)Nc1ccc(S(=O)(=O)Nc2nccs2)cc1)c1ccc(Br)o1,1756,1643
CN(C)S(=O)(=O)c1ccc(Cl)c(NC(=O)CN2CCNC(=O)C2)c1,1874,1578
Cn1ncc2c(NCc3cccc(C(F)(F)F)c3)c(C(=O)O)cnc21,1860,1708
CS(=O)(=O)N(CC(=O)NCc1ccco1)c1ccc(Cl)cc1Cl,1569,1309
CC1CCN(Cc2ccc(-c3nnn(CC(=O)NC4CCCCC4)n3)cc2)CC1,1665,1461
CCn1nc(C)c(CCC(=O)O)c1C,1662,1352

# Entries of single compounds from above. Order of screens: SRC1 TRFRET art, SRC3 TRFRET art
# `CN1CCN(NC(=O)COc2cccc(C(F)(F)F)c2)CC1` across the screens: 1780, 1646
# `S=C(NCCCN1CCOCC1)Nc1ccc(Cl)cc1Cl` across the screens: 1786, 1855
# `Cc1ccc(NC(=O)CCS(=O)(=O)c2ccc(Br)cc2)nc1` across the screens: 1895, 1705

# Source: PubChem (The Scripps Research Institute Molecular Screening Center)

# Only part of the results is shown; count on the stated rates, not on these rows.
